# TRPV1 agonist = agonists of human vanilloid receptor 1 (TRPV1). Q8NER1. TRPV1-expressing cells, Fluo-8 calcium influx, agonist mode. activation, % at 8.33 µM. hit rate 0.19% among 320,000. AID 540275; in the data active means activation above about 80%; inconclusive means between about 30% and that limit; further: 0% is about no effect
#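 Fluo-8 calcium influx in TRPV1-expressing cells, kinetic read (ex 480/em 520 nm). Compound added and read 3 min for agonist activity, followed by capsaicin at EC20 final and 2 min further read for enhancement.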
# CXXC DNA block = MLL CXXC-DNA interaction inhibition. Q03164. MLL-CXXC / FITC-HOXA9 DNA fluorescence polarization. Potency, µM (top dose mostly 115 µM), for the others: top-dose activity change, negative = inhibition, usual class: inhibitors. hit rate 0.037% among 290,000. AID 2662; active means well fitted inhibition curve with a large enough effect in the polarisation, with a control signal flat, not every such curve was filed as active; inconclusive means small, poorly fitted or top-dose-only effect, or effect the other way, or a change in a side signal; inactive means no such curve, though single readings can be large or run the other way; the % refers to the polarisation; further: potency means the concentration at half of the fitted maximal effect
#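 Purified MLL-CXXC (added from a 7 uM solution) was preincubated 5 min at ambient with pinned compounds in 50 mM Tris-HCl pH 7.5, 50 mM NaCl, 1 mM DTT, 0.05% BSA. Fluorescein-labeled HOX-A9 DNA (50 nM solution) followed, 30 min, then polarization read.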
# BRCA1 expr act = activators of BRCA1 expression. AID 624202. MCF7-BRCA1-FFLuc reporter, luminescence, 48 h; response scale: scaled: vehicle 0%, 10 µM genistein 100%. Potency, µM (series often up to 46.1 µM), for the others: at the top dose activation, most hits filed as activators. hit rate 1.1% among 380,000; further: potency means the concentration at half of the fitted maximal effect; nearly all actives have a fitted effect of over 80% in size; some results filed as inactive show a strong effect at the top dose
#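 Quantitative HTS in MCF7 cells stably reporting BRCA1 expression via firefly luciferase. Compound treatment lasts 48 h at 37 °C in phenol-red free MEM. Activation is expressed relative to genistein at 10 microM and DMSO.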
# Integrin act MD = activates integrin-mediated alleviation for muscular dystrophy. Potency, µM (titrated, usually from 38.3 µM), inactives show top-dose activation, most hits filed as activators. AID 624291. hit rate 0.064% among 350,000. alpha7betagal myoblasts, beta-gal FDG fluorescence, 48 h;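 further: potency means the concentration at half of the fitted maximal effect; 100% = response of the positive control SU9516; nearly all actives have a fitted effect of over 60% in size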
#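 Alpha7betagal+/- myoblasts (passage 13) were plated 16-24 hr, then exposed to compounds (1:260 dilution of DMSO stock) for 48 hours at 37C. After MPER lysis, β-galactosidase reporter activity was read as FDG fluorescence (ex 480/em 540) after 30 minutes.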
# ELG1 DNA repair = inhibitors of ELG1-dependent DNA repair in HEK293T cells. Potency, µM (top dose mostly 46.1 µM), without a hit: top-dose activity change, negative = inhibition, most hits filed as inhibitors. hit rate 2.3% among 330,000. HEK293T ELG1-luciferase reporter, luminescence, 16 h; DNA damage induced by 5-fluorouridine. AID 504467; further: potency means the concentration at half of the fitted maximal effect; on the % scale 0 is the no-effect control and ±100 the full control effect; nearly all actives have a fitted effect of over 55% in size
#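 Quantitative HTS, concentration-response format. 2,000 cells/well co-treated with 5-fluorouridine and compound, 16 hr in 5% CO2 at 37 °C; ONE-Glo luminescence read after 30 min.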
# TCR act = T cell receptor activation. 330,000 tested, under 10 active. primary human leukocytes, anti-CD3, IL-2 HTRF, 48 h. Potency, µM (titrated, usually from 9.22 µM), inactives show at the highest dose activation of IL-2 secretion, usual class: activators; further: % of control where 0% means no effect
#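 Primary human leukocytes receive a-CD3 beads and test compound and are incubated 48 hr. Secreted IL-2 is then assayed by HTRF, measuring 665nm acceptor emission after 320nm excitation of the europium donor.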
# AT treatment = potential ataxia-telangiectasia treatment; […] A-T fibroblasts, KAP-1 phosphorylation AlphaLISA; neocarzinostatin DNA damage 30 min before lysis; Potency, µM (titrated, usually from 57.5 µM), for inactives: at the top dose activation, hits mostly activators; hit rate 0.19% among 320,000; further: potency means the concentration at half of the fitted maximal effect; % of control where 0% means no effect; nearly all actives have a fitted effect of over 45% in size
#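 ATM-like activity read as KAP-1 phosphorylation via AlphaLISA donor/acceptor antibody pairs after lysis and 6 hr at 25C. Cells were ATM-null patient fibroblasts ([…], hTERT), dosed 60 min, then exposed to the DSB inducer NCS for 30 min.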
# B2AR arrestin = beta2AR (human) beta-arrestin recruitment activity | beta-arrestin recruitment to beta2AR, cell-based reporter | Potency, µM (titrated, usually from 46.1 µM), for the others: top-dose activation, hits mostly activators | hit rate 0.02% among 330,000 | AID 492947;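 further: potency means the concentration at half of the fitted maximal effect; 0% = DMSO controls and full agonism = EC100 isoproterenol or metaproterenol; nearly all actives have a fitted effect of over 65% in size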
# Target sequence (P07550 whole entry, looked up): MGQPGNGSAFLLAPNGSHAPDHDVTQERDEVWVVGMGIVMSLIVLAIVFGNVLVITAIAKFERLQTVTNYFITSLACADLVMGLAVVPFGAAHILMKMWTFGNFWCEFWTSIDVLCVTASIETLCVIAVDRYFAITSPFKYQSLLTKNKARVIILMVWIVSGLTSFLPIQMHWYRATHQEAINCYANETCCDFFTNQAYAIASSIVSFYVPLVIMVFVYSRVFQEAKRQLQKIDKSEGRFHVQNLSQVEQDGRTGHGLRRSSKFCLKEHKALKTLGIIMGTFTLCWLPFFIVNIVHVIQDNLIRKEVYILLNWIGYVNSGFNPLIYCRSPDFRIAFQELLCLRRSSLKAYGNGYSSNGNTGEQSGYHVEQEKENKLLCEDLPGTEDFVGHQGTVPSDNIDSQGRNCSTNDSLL
# PTAP TSG101 blk = blocks PTAP/TSG101 interaction to inhibit HIV-1 budding; Q99816; Fluorescence polarization, FITC-PTAP peptide / Tsg101 binding; Potency, µM (highest dose often 115 µM), without a hit: at the top dose activity change, negative = inhibition, usual class: inhibitors; 340,000 tested, under 10 active; active means well fitted inhibition curve with a large enough effect in the main read-out, with a control signal flat, not every such curve was filed as active; inconclusive means small, poorly fitted or top-dose-only effect, or effect the other way, or a change in a side signal; inactive means no such curve, though single readings can be large or run the other way; further: potency means the concentration at half of the fitted maximal effect; % of control where 0% means no effect
# Target sequence (Q99816 whole entry, looked up): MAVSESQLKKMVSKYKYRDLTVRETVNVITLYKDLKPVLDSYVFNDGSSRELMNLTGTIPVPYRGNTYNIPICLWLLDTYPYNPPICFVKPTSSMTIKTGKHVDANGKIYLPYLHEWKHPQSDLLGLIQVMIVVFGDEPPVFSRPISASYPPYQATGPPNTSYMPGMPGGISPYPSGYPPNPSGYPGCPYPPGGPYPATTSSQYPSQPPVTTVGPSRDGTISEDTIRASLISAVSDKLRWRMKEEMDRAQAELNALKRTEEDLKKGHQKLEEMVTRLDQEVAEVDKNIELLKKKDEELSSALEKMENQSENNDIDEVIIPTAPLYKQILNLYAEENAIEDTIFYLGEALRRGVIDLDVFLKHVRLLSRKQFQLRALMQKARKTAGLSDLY
#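 Fluorescence anisotropy tracks displacement of a FITC-tagged PTAP peptide (50 nM) from the Tsg101 binding domain (10 uM), following a 20 min room-temperature incubation at pH 7.5.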
# p53 reactivation = restores transcriptional activity of mutant p53 | H1299 p53-A138V BP100-luciferase reporter, luminescence, 24 h | AID 504706 | Potency, µM (top dose mostly 92.2 µM), without a hit: top-dose activity change, positive = activation, most hits filed as activators | hit rate 0.063% among 320,000; further: potency means the concentration at half of the fitted maximal effect; % of control where 0% means no effect; nearly all actives have a fitted effect of over 45% in size
#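 p53-null H1299 cells stably carrying temperature-sensitive p53-A138V and a BP100-luciferase reporter were pinned with compounds (4-point, 1:5 series) and held 24 hrs at 37 deg C. Luminescence was read 10 min after detection reagent.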
# * marks the source's active call; other numbers are inactive results; ? = inconclusive; / = not tested or not shown; [ ] = remark or other dose. Unless noted, the call rests on the fitted dose curve; in most records, active means well fitted curve in the direction sought with a large enough effect; inconclusive means small, poorly fitted or top-dose-only effect, or another doubt; inactive means no such curve, though single readings can be large; an effect the other way counts as inactive or inconclusive.
SMILES,TRPV1 agonist,CXXC DNA block,BRCA1 expr act,Integrin act MD,ELG1 DNA repair,TCR act,AT treatment,B2AR arrestin,PTAP TSG101 blk,p53 reactivation
CCc1ccc(NC(=O)CN2C(=O)COc3ccc(S(=O)(=O)N4CCCC4)cc32)cc1,0,5%,0%,-19%,2%,4%,-7%,0.1%,-1%,3%
Cc1nnc(SCC(=O)NCC2CCCO2)n1Cc1ccccc1 (centres undefined),/,/,-12%,13%,3%,7%,9%,-0.9%,-3%,-3%
COc1ccc(-c2csc3ncnc(Nc4ccc(O)cc4)c23)cc1,11,7%,-13%,-28%,?,-3%,-11%,-0.8%,-2%,-1%
CCOC(=O)c1cc(S(=O)(=O)N(C)Cc2ccccc2)cn1C,15,8%,-8%,-11%,3%,-7%,-2%,0.6%,-4%,4%
COc1ccc(C(=O)Nc2nnc(SCC(=O)NCC3CCCO3)s2)cc1OC (centres undefined),0,0%,-10%,10%,3%,1%,-1%,-0.5%,/,4%
O=C(NC1CCCC1)c1cc(=O)[nH]c2ccccc12,-2,-3%,32%,0%,28%,2%,14%,0.5%,0%,18%
Cc1nc2cc(NC(=O)c3ccc(Cl)cc3)ccc2n1C,-10,7%,105%,0%,?,-1%,16%,-0.8%,-5%,/
O/N=C(\c1ccccn1)C1CC1c1ccccc1 (centres undefined),6,3%,9%,15%,-1%,-5%,3%,0.2%,1%,-3%
Cc1ccc(C(C(=O)Nc2ccc3c(c2)OCO3)N(C)C(=O)Cc2c[nH]c3ccccc23)cc1 (centres undefined),-2,-2%,-72%,20%,-30%,4%[46.1 µM],4%,-0.4%,-3%,10%
COc1ccc(NC(=O)COC(=O)C23CC4CC(CC(NC(C)=O)(C4)C2)C3)cc1S(=O)(=O)N1CCOCC1,/,/,-4%,-14%,-5%,6%,6%,-0.9%,0%,-6%
O=C(Nc1ccccc1)O/N=C/c1ccccc1Cl,-3,14%,11%,-17%,?,0%,/,0.2%,-1%,8%
N=C1/C(=C\c2coc3ccc(O)cc3c2=O)C(=O)N=C2SC=CN12,18,?,-64%,-13%,15%,10%,-3%,0.7%,?,1%
CCOC(=O)C1(CCc2ccccc2)CCN(C(=O)C2=C(C)OCCO2)CC1,21,-8%,20%,-8%,3%,1%,8%,-0.1%,-5%,7%
O=C(NC(=S)N1CCN(c2ccc([N+](=O)[O-])cc2)CC1)c1ccccc1F,-4,2%,14%,8%,-16%,1%[46.1 µM],-2%,-0.1%,2%,-15%
O=C(O)c1ccc(-n2c(-c3ccc(Br)cc3)n[nH]c2=S)cc1,0,-3%,-20%,-1%,2%,-42%,-6%,0.1%,?,2%
O=C(Nc1ccc2c(c1)OCO2)c1ccc(S(=O)(=O)NCC2CCCO2)cc1 (centres undefined),-3,14%,-15%,1%,-11%,5%,-1%,0.0%,1%,-5%
O=[N+]([O-])/C=C/c1cn(Cc2ccc(F)cc2)c2ccccc12,14,-6%,-94%[inhibitor],-62%[inhibitor],?,-4%,31%,-0.9%,-4%,-10%
CCOC(=O)C1CCCN(C(=O)c2ccc3c(c2)N(C)C(=O)/C(=C/c2ccccc2Cl)S3)C1 (centres undefined),26,2%,-21%,-8%,15µM*,-2%,9%,0.5%,-5%,-3%
Cc1cc(C)n2nc(SC(C)C(=O)NCc3ccco3)nc2n1 (centres undefined),-1,-4%,15%,-2%,8%,5%,9%,0.2%,-7%,-3%
Nc1ccc(-c2ncc(-c3ccccc3)o2)cc1,-2,-3%,-66%,-4%,?,0%,10%,-0.8%,-1%,-6%
CC(=O)Nc1cc(C(=O)NCc2ccco2)ccc1Sc1ccc(C)cc1,19,-1%,-20%,4%,-12%,-5%[46.1 µM],1%,-0.4%,0%,11%
Cc1nn(Cc2ccc(Cl)cc2Cl)c(C)c1NC(=O)CCl,3,-6%,-75%,-77%[inhibitor],15µM*,0%[46.1 µM],0%,-0.3%,-7%,-29%
O=Nc1c(O)ccc2cc(S(=O)(=O)O)ccc12,/,/,-9%,-30%,/,1%,/,/,0%,/
Cc1cc(Cl)c2ccc(Cl)cc2n1,2,-11%,-7%,10%,16%,0%,4%,0.2%,0%,9%
COC(OC)c1nc(SCC(=O)Nc2cccc(Cl)c2)ncc1C(=O)O,0,-15%,-2%,14%,?,-11%,-2%,3.5%,-7%,5%
SMILES,TRPV1 agonist,CXXC DNA block,BRCA1 expr act,Integrin act MD,ELG1 DNA repair,TCR act,AT treatment,B2AR arrestin,PTAP TSG101 blk,p53 reactivation
O=C(Nc1c(C(=O)NCc2ccco2)cnn1-c1ccccc1)c1ccc(F)cc1,0,-5%,-16%,5%,?,3%,6%,0.1%,-3%,-11%
COC(=O)CCN(Cc1cc(OC)ccc1OC)S(=O)(=O)c1ccccc1Br,/,/,5%,-31%,-1%,-2%[46.1 µM],-5%,-0.4%,-1%,-7%
COc1ccc(NC2CCCN(C(=O)c3ccc(CSC)o3)C2)cc1OC (centres undefined),15,6%,-2%,-2%,7%,0%,-5%,-0.4%,-7%,6%
COc1ccc2c(c1)O/C(=C\c1ccccc1C)C2=O,22,4%,13µM*,0%,?,-1%,3%,0.0%,-1%,?
COc1ccc(-n2nc3c(N4CCC(C(=O)NCCc5ccccc5C)CC4)nnc(C)c3c2C)cc1,?,23%,-38%,0%,?,7%,-3%,0.5%,-2%,10%
Cc1ccc(NC(=O)NC2CC(=O)N(c3ccc4c(c3)OCCO4)C2)cc1C (centres undefined),6,/,3%,24%,-28%,1%,8%,-0.1%,-4%,-3%
Cc1ccc(C(=O)NC2CC(C)(C)NC(C)(C)C2)cc1S(=O)(=O)N1CCOCC1,/,/,-7%,11%,/,5%,/,/,-2%,/
CCOc1ccc(C(=O)NCC(=O)N2CCN(c3ccccc3O)CC2)cc1,-3,3%,-13%,6%,1%,-1%,-7%,0.0%,-2%,0%
Cn1c(=O)[nH]c(=O)c2c1nc(SCC(O)CCl)n2Cc1ccccc1 (centres undefined),4,10%,-31%,-36%,12%,-7%,2%,-2.0%,-4%,-10%
OCC[C@H]1C[C@@H](O)[C@H](O)[C@]2(CCc3ccccc3CO2)O1,-7,/,0%,37%,8%,-5%,5%,0.5%,0%,1%
CC(=O)C1=C(O)C(=O)N(CCC(=O)O)C1c1cccc(F)c1 (centres undefined),-6,0%,-34%,23%,-1%,2%,-2%,0.1%,-6%,1%
O=C(CCNc1n[nH]c(=O)[nH]c1=O)N1CCOCC1,-3,1%,5%,17%,0%,1%,8%,-0.4%,-6%,2%
COc1ccc(S(=O)(=O)NCc2ccccc2)cc1,-2,4%,4%,1%,-16%,4%,1%,0.1%,-9%,-4%
O=C(Nc1ccc(Cl)cc1Cl)c1n[nH]c(Cn2cncn2)n1,1,16%,?,-2%,?,1%,5%,-0.5%,-6%,7%
Cc1ccc(Oc2nc(C(F)(F)F)nc3ccccc23)cc1,16,9%,-8%,27%,?,1%,5%,-0.5%,-1%,4%
Cc1cc(NC(=O)c2c(Br)cnn2C)no1,-1,-7%,1%,25%,3%,3%,-6%,-0.2%,-2%,/
O=C1NC(=S)SC1=Cc1ccc(Cl)cc1,/,/,-26%,-4%,/,6%,/,/,?,/
O=C(Nc1ccccc1C(=O)NC(Cc1ccc(O)cc1)C(=O)O)c1ccccc1 (centres undefined),-2,-3%,1%,8%,-4%,-17%,2%,-0.1%,-3%,15%
CCOC(=O)C1=C(C)Nc2ncnn2C1c1ccccc1F (centres undefined),1,12%,-3%,-8%,?,-3%,12%,-0.1%,-2%,-3%
COc1ccc(-c2nnc(NC(=O)c3ccc(S(=O)(=O)N4CCCc5ccccc54)cc3)o2)cc1,1,-5%,-89%,-34%,?,-6%,0%,-0.1%,-7%,5%
Cc1ccc(NC(=O)N2N=C(c3ccc(F)cc3)CC2c2ccc(F)cc2)cc1 (centres undefined),-3,1%,-26%,4%,?,-2%[46.1 µM],/,0.2%,0%,9%
CC(C)C[C@H](NC(=O)CCn1nnc2ccccc2c1=O)C(=O)O,-1,4%,-2%,1%,0%,-1%,-4%,-0.4%,0%,3%
CCN(CC(=O)NC(C)(C)C)C(=O)c1ccccc1SCC(=O)NC1CCCCCCC1,24,14%,-14%,-14%,-19%,-2%,-2%,-0.6%,/,0%
CN=C(c1ccc(C)cc1)n1c(=S)nc(-c2ccc(C)cc2)n(C)c1=S,21,-7%,?,-19%,?,3%,2%,?,-5%,9%
O=S(=O)(N/N=C/c1ccc(Cl)cc1)c1ccc(Cc2ncc(C(F)(F)F)cc2Cl)s1,-1,-2%,3%,23%,1%,-3%,0%,0.1%,-9%,-6%
COc1ccc(S(=O)(=O)NN(C)C(=O)c2nn(-c3ccccc3)ccc2=O)cc1,1,-6%,10%,2%,-7%,-1%,0%,-1.0%,0%,-1%

# Screening data as filed in PubChem.
